DRD3 antagonist: blocks the human D3 dopamine receptor | D3R cells, DiscoveRx beta-arrestin luminescence, antagonist mode; hits give low values | AID 652054 | P35462 | max response, negative = inhibition, % | 360,000 compounds, 2.5% hits; in the data active = max response below about -50%; inconclusive = no clear call, values can overlap the other calls; note: % is set by controls: 0 for no effect and ±100 for the full control effect; mostly tested at two doses, the higher about 12 µM
Target sequence (P35462 whole entry, looked up): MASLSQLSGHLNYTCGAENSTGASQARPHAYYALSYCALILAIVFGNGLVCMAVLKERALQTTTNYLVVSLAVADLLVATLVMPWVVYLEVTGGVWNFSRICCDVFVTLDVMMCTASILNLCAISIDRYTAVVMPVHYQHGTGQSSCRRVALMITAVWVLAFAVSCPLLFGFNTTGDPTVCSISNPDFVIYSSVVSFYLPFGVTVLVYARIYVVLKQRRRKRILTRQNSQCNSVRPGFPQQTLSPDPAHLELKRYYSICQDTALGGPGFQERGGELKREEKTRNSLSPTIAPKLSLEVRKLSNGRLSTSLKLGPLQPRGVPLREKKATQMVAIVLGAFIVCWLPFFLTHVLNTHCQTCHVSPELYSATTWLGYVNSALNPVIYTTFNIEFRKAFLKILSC
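Cells plated overnight at 1500 cells/well, then exposed to library compounds with dopamine controls for 90 minutes at 37 degrees C. DiscoveRx reagent added for 30–60 minutes at room temperature; luminescence read, quantitative HTS format.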
EPAC2 antag: blocks human EPAC2 exchange factor | Q8WZA2 | Potency, µM (series often up to 114 µM), inactives show top-dose activity, negative = inhibition, actives largely listed as inhibitors | EPAC2 GEF exchange of Rap1B-BODIPY-GDP, fluorescence | 360,000 compounds, 0.18% hits; note: potency is the fitted concentration of half-maximal effect; % is set by controls: 0 for no effect and ±100 for the full control effect; nearly all actives have a fitted effect of over 45% in size; many of its hits are not listed in these tables
EPAC2 ag: agonists of human EPAC2 (RAPGEF4). AID 720711. EPAC2 activation, biochemical qHTS; response scale: 100% = 6.5 mM cAMP response. Potency, µM (titrated, usually from 154 µM), without a hit: at the highest dose activation, most hits filed as activators. Q8WZA2. 360,000 compounds, 0.079% hits; note: potency is the fitted concentration of half-maximal effect; nearly all actives have a fitted effect of over 50% in size
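Nucleotide exchange monitored as fluorescence drop when BODIPY-GDP leaves Rap1B. Reaction: 100 nM EPAC2, 250 nM RAP1B-BODIPY-GDP, 50 uM GDP, room temperature, kinetic read over 30 min. Activity expressed relative to 6.5 mM cAMP.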
PTHR1 ag: agonists of human PTHR1 parathyroid hormone receptor | Q03431 | HEK293 GP2 PTHR1 cells, GloSensor cAMP luminescence, 1 h | Potency, µM (series often up to 115 µM), inactives show top-dose activation, usual class: activators | 410,000 compounds, 0.075% hits | AID 743266; note: potency is the fitted concentration of half-maximal effect; nearly all actives have a fitted effect of over 55% in size; some results filed as inactive show a strong effect at the top dose; inactives centre near -15; many of its hits are not listed in these tables
Target sequence (Q03431 whole entry, looked up): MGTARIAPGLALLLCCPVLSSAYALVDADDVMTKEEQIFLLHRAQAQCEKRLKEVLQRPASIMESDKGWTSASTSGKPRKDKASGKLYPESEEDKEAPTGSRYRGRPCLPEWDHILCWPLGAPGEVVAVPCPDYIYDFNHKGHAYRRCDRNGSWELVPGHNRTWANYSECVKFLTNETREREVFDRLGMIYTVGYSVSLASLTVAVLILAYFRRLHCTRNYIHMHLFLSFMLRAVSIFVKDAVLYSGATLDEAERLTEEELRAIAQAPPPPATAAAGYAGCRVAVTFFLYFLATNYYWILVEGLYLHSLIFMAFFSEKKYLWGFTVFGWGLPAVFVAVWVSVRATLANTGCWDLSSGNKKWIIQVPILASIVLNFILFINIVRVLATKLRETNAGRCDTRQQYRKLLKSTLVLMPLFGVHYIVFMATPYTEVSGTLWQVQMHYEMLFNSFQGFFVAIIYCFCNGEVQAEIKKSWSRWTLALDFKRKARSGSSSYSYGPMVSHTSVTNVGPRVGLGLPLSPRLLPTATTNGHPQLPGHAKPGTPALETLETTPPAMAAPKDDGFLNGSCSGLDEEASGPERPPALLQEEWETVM
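HEK-293-derived GP2 cells expressing PTHR1 and a GloSensor cAMP reporter, 3,000/well, plated overnight, given luciferin plus IBMX (each 0.5 mM as added) for 1 h at 37 °C, then compound for 1 h at 37 °C. Luminescence was read after 15 min at room temperature.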
Mm-Cpn inhibitor: M. maripaludis TRiC chaperonin inhibition | 330,000 compounds, 0.031% hits | Potency, µM (titrated, usually from 76.9 µM), for inactives: at the highest dose activity, negative = inhibition, most hits filed as inhibitors | purified Mm-Cpn ATPase, ADP Transcreener TR-FRET; note: potency is the fitted concentration of half-maximal effect; % is set by controls: 0 for no effect and ±100 for the full control effect; nearly all actives have a fitted effect of over 80% in size
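Inhibition of chaperonin ATP hydrolysis is measured as reduced ADP production, detected by competitive TR-FRET in which signal falls with ADP. Final enzyme 25 nM and ATP 10 uM, reacted 30 min at 37°C.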
D3 ag: activates the human D3 dopamine receptor. D3R DiscoveRx beta-arrestin cells, luminescence, 90 min. max activation, %. 410,000 compounds, 0.58% hits. P35462. AID 652048; in the data active = max activation above about 30%; note: 0% is about no effect; mostly tested at two doses, the higher about 12 µM
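Agonist mode: compounds and dopamine controls were applied to plated cells for 90 min at 37 degrees C after an overnight attachment at 1500 cells/well. Luminescent read-out followed 30 - 60 minutes at room temperature with DiscoveRx detection reagent.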
pAkt inh: blocks phosphorylation of Akt. Neuro2A IGF-stimulated pAkt S473 HTRF, 20 min; hits give low values. activity change, % for hits at 50 µM. 360,000 compounds, 0.32% hits. AID 651550; in the data active = activity change below about -80%; inconclusive = mostly about -51% to -80%; note: % is set by controls: 0 for no effect and ±100 for the full control effect
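Neuro2A cells in DMEM with 0.5% FBS, overnight at 37 deg C, given compound at single 50 µM final, then IGF (6 nM final) for 20 min at 37 deg C. Lysed; phospho-Akt Ser473 by HTRF after 24 h, 665/615 ratio.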
CCT modulator: cytosolic chaperonin activity modulation | activity change, % (no concentration beside the values), hits read low | purified chaperonin ATPase assay, HTRF ADP detection, 30 min | 360,000 compounds, 0.3% hits; in the data active = activity change below about -30%; note: % is set by controls: 0 for no effect and ±100 for the full control effect
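Enzyme 40 or 20 nM (batch-dependent) in Tris pH 7.4/KCl/MgCl2/DTT; cpd 76 uM single point; ATP 10 uM; 30 min 37 °C; Transcreener ADP HTRF detection, 30 min RT; ratio 665/615.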
* hit, by the source's call; [ ] = dose if it differs, or a comment. Unless noted, calls come from the whole dose curve; as a rule, active = well fitted curve in the direction sought with a large enough effect; inconclusive = small, poorly fitted or top-dose-only effect, or another doubt; inactive = no such curve, though single readings can be large; an effect the other way counts as inactive or inconclusive.

Results for COc1ccc(-c2noc(CN(C)S(=O)(=O)c3ccc(Cl)cc3)n2)cc1OC ?
DRD3 antagonist: 41; EPAC2 antag: -1%; EPAC2 ag: 12%; PTHR1 ag: -5%[57.5 µM]; Mm-Cpn inhibitor: 2%; D3 ag: 12; CCT modulator: -0.3

What do the screens show for `CCOC(=O)C1CCN(C(=O)COc2ccc(Br)cc2C)CC1`?
DRD3 antagonist: -7; EPAC2 antag: 6%; EPAC2 ag: -3%; PTHR1 ag: -7%; Mm-Cpn inhibitor: 2%; D3 ag: 3; pAkt inh: inactive; CCT modulator: 1.2

How did O=[N+]([O-])c1ccccc1CNC1CCCCCC1 do in these assays?
DRD3 antagonist: -5; EPAC2 antag: 1%; EPAC2 ag: 15%; PTHR1 ag: inactive; Mm-Cpn inhibitor: 0%; D3 ag: -5; pAkt inh: inactive; CCT modulator: -0.8

Results for Cc1ccc2nc(NC(=O)c3cccc(-c4cc5ccccc5oc4=O)c3)sc2c1 ?
DRD3 antagonist: -25; EPAC2 antag: -9%; EPAC2 ag: 1%; PTHR1 ag: -4%; Mm-Cpn inhibitor: -20%; D3 ag: -15; pAkt inh: inactive; CCT modulator: -1.0

What do the screens show for `ON1C(c2ccccc2C(F)(F)F)N(O)[C@H]2CCCC[C@H]21` (stereo partly drawn)?
DRD3 antagonist: -1; EPAC2 antag: -5%; EPAC2 ag: -11%; PTHR1 ag: 6%[57.5 µM]; Mm-Cpn inhibitor: 0%; D3 ag: 2; pAkt inh: inactive; CCT modulator: -1.6

What do the screens show for `COc1ccc(NC(=O)Cn2ncc(Cl)c(Cl)c2=O)cc1S(=O)(=O)N1CCOCC1`?
DRD3 antagonist: 0; EPAC2 antag: -2%; EPAC2 ag: 12%; PTHR1 ag: -4%; Mm-Cpn inhibitor: -4%; D3 ag: 3; pAkt inh: inactive; CCT modulator: 0.1

How did Cc1nc(C)c2c(=O)cc(-c3ccccc3)[nH]c2n1 do in these assays?
DRD3 antagonist: 11; EPAC2 antag: 7%; EPAC2 ag: -7%; PTHR1 ag: inactive; Mm-Cpn inhibitor: 1%; D3 ag: -25; pAkt inh: inactive; CCT modulator: -0.4

How did Cn1c(CNC(=O)C2CCCCC2)cc2cc(Cl)ccc21 do in these assays?
DRD3 antagonist: -7; EPAC2 antag: 15%; EPAC2 ag: 1%; PTHR1 ag: -10%; Mm-Cpn inhibitor: -2%; D3 ag: -3; pAkt inh: inactive; CCT modulator: -3.6

Results for CN(CC(=O)Nc1ccccc1C(F)(F)F)C(=O)CSc1nnnn1C ?
DRD3 antagonist: -3; EPAC2 antag: 19%; EPAC2 ag: -1%; PTHR1 ag: -18%; Mm-Cpn inhibitor: -5%; D3 ag: -7; pAkt inh: inactive; CCT modulator: -2.8

What do the screens show for `COc1ccc(CCNc2ccc(N3C(=O)CC(C)C3=O)cc2[N+](=O)[O-])cc1OC` (stereo not drawn)?
DRD3 antagonist: 8; EPAC2 antag: 3%; EPAC2 ag: 2%; PTHR1 ag: -43%[inhibitor]; Mm-Cpn inhibitor: 1%; D3 ag: 5; pAkt inh: inactive; CCT modulator: 2.4

How did CCCCOc1ccccc1C1C(C(=O)OC)=C(C)N(C)C(C)=C1C(=O)OC do in these assays?
DRD3 antagonist: -15; EPAC2 antag: -11%; EPAC2 ag: 15%; PTHR1 ag: inactive; Mm-Cpn inhibitor: 1%; D3 ag: -4; pAkt inh: inactive; CCT modulator: 0.7

How did O=C(c1cnn2c(C(F)(F)F)cc(-c3ccc4c(c3)OCO4)nc12)N1CCCCC1 do in these assays?
DRD3 antagonist: 8; EPAC2 antag: 0%; EPAC2 ag: 12%; PTHR1 ag: -4%; Mm-Cpn inhibitor: 1%; D3 ag: -4; pAkt inh: inactive; CCT modulator: 0.0

What do the screens show for `COc1cc2c(cc1NC(=O)COC(=O)CNS(=O)(=O)c1ccc(C)cc1)oc1ccccc12`?
DRD3 antagonist: -4; EPAC2 antag: -1%; EPAC2 ag: 4%; PTHR1 ag: inactive; Mm-Cpn inhibitor: 1%; D3 ag: -6; pAkt inh: inactive; CCT modulator: -3.1

What do the screens show for `c1csc(-c2nn3cnnc3c3ccccc23)c1`?
DRD3 antagonist: 15; EPAC2 antag: 6%; EPAC2 ag: 1%; PTHR1 ag: inactive; Mm-Cpn inhibitor: -1%; D3 ag: 20; pAkt inh: inactive; CCT modulator: -3.3

What do the screens show for `CC(=O)Nc1ccc(CN2CCCC(C(=O)c3cccc(C(F)(F)F)c3)C2)cc1` (stereo not drawn)?
DRD3 antagonist: inconclusive; EPAC2 antag: -2%; EPAC2 ag: 4%; PTHR1 ag: -10%; Mm-Cpn inhibitor: 1%; D3 ag: -4; pAkt inh: inactive; CCT modulator: 1.1

Next part, overlapping the part above by two compounds.
What do the screens show for `c1csc(-c2nn3cnnc3c3ccccc23)c1`?
DRD3 antagonist: 15; EPAC2 antag: 6%; EPAC2 ag: 1%; PTHR1 ag: inactive; Mm-Cpn inhibitor: -1%; D3 ag: 20; pAkt inh: inactive; CCT modulator: -3.3

What do the screens show for `CC(=O)Nc1ccc(CN2CCCC(C(=O)c3cccc(C(F)(F)F)c3)C2)cc1` (stereo not drawn)?
DRD3 antagonist: inconclusive; EPAC2 antag: -2%; EPAC2 ag: 4%; PTHR1 ag: -10%; Mm-Cpn inhibitor: 1%; D3 ag: -4; pAkt inh: inactive; CCT modulator: 1.1

What do the screens show for `CCOP(=O)(c1ccccc1)C(O)c1ccc(F)cc1` (stereo not drawn)?
DRD3 antagonist: 6; EPAC2 antag: 6%; EPAC2 ag: -7%; PTHR1 ag: -18%; Mm-Cpn inhibitor: -1%; D3 ag: 4; pAkt inh: inactive; CCT modulator: 1.2

What do the screens show for `CC1CCCCN1Cc1c(C#N)c2ccccc2n1C` (stereo not drawn)?
DRD3 antagonist: -66*; EPAC2 antag: -5%; EPAC2 ag: 9%; PTHR1 ag: -12%[57.5 µM]; D3 ag: -11; pAkt inh: inactive; CCT modulator: -2.5

How did O=C(COC(=O)c1cc2ccccc2oc1=O)Nc1ccc(F)cc1F do in these assays?
DRD3 antagonist: 3; EPAC2 antag: 1%; EPAC2 ag: 5%; PTHR1 ag: -13%; Mm-Cpn inhibitor: 0%; D3 ag: 3; pAkt inh: inactive; CCT modulator: 1.7

How did CCC(C(=O)NC1CCCC1)N(Cc1ccccc1Cl)C(=O)c1snc(C(N)=O)c1N (stereo not drawn) do in these assays?
DRD3 antagonist: 8; EPAC2 antag: -30%; EPAC2 ag: 1%; PTHR1 ag: -33%; Mm-Cpn inhibitor: inconclusive; D3 ag: -3; pAkt inh: inactive; CCT modulator: -2.1

How did COc1cc(OC)c(N(C)S(=O)(=O)c2cccc(C(=O)OCC(=O)N3CCOCC3)c2)cc1Cl do in these assays?
DRD3 antagonist: -18; EPAC2 antag: 2%; EPAC2 ag: -10%; PTHR1 ag: -3%; Mm-Cpn inhibitor: 0%; D3 ag: -1; pAkt inh: inactive; CCT modulator: -7.2

How did Cc1ccccc1C(=O)NNC(=O)c1cccc([N+](=O)[O-])c1 do in these assays?
DRD3 antagonist: -23; EPAC2 antag: -12%; EPAC2 ag: 27%; PTHR1 ag: inconclusive; Mm-Cpn inhibitor: -5%; D3 ag: -3; pAkt inh: inactive; CCT modulator: -2.6

How did O=C(CN1C(=O)C2CCCCC2C1=O)Nc1nccs1 (stereo not drawn) do in these assays?
DRD3 antagonist: 8; EPAC2 antag: -1%; EPAC2 ag: -7%; PTHR1 ag: -17%; Mm-Cpn inhibitor: 1%; D3 ag: 0; pAkt inh: inactive; CCT modulator: -2.2

Results for O=C(OCC(=O)N1CCN(C(=O)c2ccco2)CC1)c1ccccc1OCc1ccccc1 ?
DRD3 antagonist: 1; EPAC2 antag: 24%; EPAC2 ag: 9%; PTHR1 ag: -8%[57.5 µM]; Mm-Cpn inhibitor: 0%; D3 ag: 1; pAkt inh: inactive; CCT modulator: 2.5

What do the screens show for `Cc1nccn1-c1ccc(C(F)(F)F)cc1[N+](=O)[O-]`?
DRD3 antagonist: 8; EPAC2 antag: 3%; EPAC2 ag: 10%; PTHR1 ag: inactive; Mm-Cpn inhibitor: 2%; D3 ag: 4; pAkt inh: inactive; CCT modulator: 0.9

Results for Cc1[nH]c2ccccc2c1N=Nc1c(C)n(C)n(-c2ccccc2)c1=O ?
DRD3 antagonist: 17; EPAC2 antag: 3%; EPAC2 ag: -3%; PTHR1 ag: -4%; Mm-Cpn inhibitor: -4%; D3 ag: 7; pAkt inh: inactive; CCT modulator: 0.2

What do the screens show for `C/C(=N\Nc1cc(C)nc(-c2ccccc2)n1)c1cccc([N+](=O)[O-])c1`?
DRD3 antagonist: 37; EPAC2 antag: -10%; EPAC2 ag: 20%; PTHR1 ag: -12%; Mm-Cpn inhibitor: 2%; D3 ag: 8; pAkt inh: inactive; CCT modulator: -0.8

What do the screens show for `CC(=O)Oc1cc(OC(C)=O)c2c(=O)c(-c3ccc4c(c3)OCCCO4)c(C)oc2c1`?
DRD3 antagonist: 18; EPAC2 antag: 1%; EPAC2 ag: -1%; PTHR1 ag: inactive; Mm-Cpn inhibitor: -1%; D3 ag: -1; pAkt inh: inactive; CCT modulator: 1.0

Results for Cc1ccc(C(=O)C2=C(O)C(=O)N(CCCN3CCOCC3)C23C(=O)N(C)c2ccccc23)o1 (stereo not drawn) ?
DRD3 antagonist: 11; EPAC2 antag: 4%; EPAC2 ag: 4%; PTHR1 ag: inactive; Mm-Cpn inhibitor: 1%; D3 ag: 0; pAkt inh: inactive; CCT modulator: -0.3

How did CCCCCC1CC(=O)C=C(C)C1C(=O)OC (stereo not drawn) do in these assays?
DRD3 antagonist: -9; EPAC2 antag: -9%; EPAC2 ag: 3%; PTHR1 ag: inactive; Mm-Cpn inhibitor: 0%; D3 ag: 5; pAkt inh: inactive; CCT modulator: 0.1

Results for CC1=NN(c2ccccc2)C(=O)/C1=C\c1c(C)[nH]n(-c2ccccc2)c1=O ?
DRD3 antagonist: 36; EPAC2 antag: -2%; EPAC2 ag: -4%; PTHR1 ag: -22%; Mm-Cpn inhibitor: 1%; D3 ag: 6; pAkt inh: inactive; CCT modulator: -0.9

What do the screens show for `CCC1(C)COC(c2ccc3c(c2)OCO3)OC1` (stereo not drawn)?
DRD3 antagonist: 11; EPAC2 antag: -2%; EPAC2 ag: 4%; PTHR1 ag: inactive; D3 ag: -9; pAkt inh: inactive; CCT modulator: -0.2

High-throughput results (PubChem BioAssay)

Not all compounds are listed (hit frequency here may not be typical).
